DYRK1A inh: inhibitors of rat Dyrk1A kinase | hit rate 0.43% among 310,000 | ADP-Glo luminescence, NFATc1 peptide | Q63470 | inhibition, % at 12.5 µM; in the data active = inhibition above about 50%;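 note: plate controls were vehicle with enzyme for no effect and no enzyme for full effect; many of its hits are not listed in these tables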
RGS4 inh: inhibitors of human RGS4; hit rate 0.45% among 310,000; B-score at 10 µM; HEK293 M3R/RGS4 inducible, Fluo-4 calcium flux; hits give high values; triggered by carbachol at its EC20; P49798;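 active = B-score, a plate-corrected calcium signal, over three deviations above library mean, with baseline fluorescence within five deviations of library mean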;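 note: RGS4 expression induced by doxycycline in cells with stable M3 receptor; B-score is computed from the integrated fluorescence ratio over baseline after carbachol; higher B-score means a larger calcium signal and so more RGS4 inhibition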
Target sequence (P49798 whole entry, looked up): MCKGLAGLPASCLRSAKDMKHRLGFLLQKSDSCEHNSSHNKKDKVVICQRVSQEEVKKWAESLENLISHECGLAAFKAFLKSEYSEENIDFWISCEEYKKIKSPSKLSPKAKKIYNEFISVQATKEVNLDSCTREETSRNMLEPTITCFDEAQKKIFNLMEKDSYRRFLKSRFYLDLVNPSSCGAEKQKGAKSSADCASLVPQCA
RGS4 act: potentiators or activators of RGS4; HEK293 M3R/inducible RGS4, carbachol calcium flux Fluo4; hits give low values; B-score at 10 µM; AID 463111; hit rate 0.92% among 310,000;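 active = B-score of the integrated calcium signal more than 4 SD below the library mean, with starting fluorescence not abnormally high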;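 note: negative B-score means reduced calcium response which marks RGS4 activation or potentiation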
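Assay system: HEK293 FlpIn-TREx cells, stable M3R, doxycycline-inducible RGS4 / Probe or stimulus: carbachol, ECmax concentration / Times: overnight RGS4 induction, 30 min dye load 37 °C, 20 min compound RT / Signal: kinetic calcium fluorescence imaging with Fluo4-AM dye, 2 µM / Measure: Agonist-evoked peak-minus-minimum fluorescence over baseline, integrated ratio, B score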
GSK3B inh: human GSK3beta kinase inhibition; P49841; GST-GSK3beta kinase, ADP-Glo luminescence, 60 min; hits give low values; activity score (negative = inhibition), % at 10 µM; hit rate 0.038% among 300,000; AID 2097;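 active = more than half of replicate wells score below -50%, meaning over 50% inhibition versus plate controls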;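 note: 0% = median DMSO wells and -100% = median GW8510 positive control wells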
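Assay system: GST-tagged human GSK3beta kinase, cell-free; Input: 1.6 ng GSK3beta; Medium: Tris/MgCl2 kinase buffer; Timing: 60 min enzyme reaction, room temperature; Signal: ADP-Glo luminescence quantifying ADP generated by kinase; Evaluation: score relative to plate controls; Benchmarks: DMSO neutral wells and GW8510 at 20 µM as positive.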
KCNK9 block: human KCNK9 channel inhibition; Q9NPC2; HEK293 KCNK9, FluxOR thallium flux fluorescence; hits give low values; B-score at 10 µM; hit rate 1.2% among 310,000; AID 488922;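 active = ratio B-score over 3 SD below the library mean, with starting fluorescence within 5 SD of its mean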;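 note: negative B-score means less thallium flux so channel inhibition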
KCNK3 inh: human KCNK3 channel inhibition, primary screen; O14649; CHO-KCNK3 thallium flux, FluxOR fluorescence; hits give low values; B-score at 10 µM; hit rate 0.84% among 340,000; AID 602410;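 active = B-score under library mean minus 4 SD, starting fluorescence ratio at most library mean plus 5 SD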;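 note: more negative B-score means stronger inhibition of thallium flux through KCNK3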
KCNQ1 block: human KCNQ1 channel inhibition; P51787; hit rate 1.3% among 310,000; B-score at 10 µM; CHO-K1 KCNQ1, FluxOR thallium flux fluorescence; hits give high values; AID 2642;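 active = compounds whose thallium flux B-score, printed positive for inhibition, exceeds three library SD while starting fluorescence stays within three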;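 note: channel opened by potassium depolarization with thallium stimulus after 20 min compound exposure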
PolyA inh: blocks polyadenylation in yeast reporter cells. calls only at 12 µM. hit rate 0.02% among 300,000. S. cerevisiae SKY197-pL101 polyadenylation reporter, beta-gal luminescence; efflux-impaired pdr1/pdr3 knockout yeast; score 100 = 6 SD above DMSO;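 active = lowest replicate activity score at least 50, where 100 means six control SD above control mean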;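 note: yeast exposed to compound for 9 h at 30 °C; higher score means more reporter readthrough which indicates perturbed polyadenylation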
KCNQ1 act: potentiates or activates the human KCNQ1 potassium channel; B-score at 10 µM; hit rate 0.35% among 310,000; P51787; CHO-K1 KCNQ1, thallium flux FluxOR fluorescence; hits give high values;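 active = fluorescence ratio B-score, a plate-corrected score, at least three library SD, with initial intensity B-score within 5 SD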
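Medium – assay buffer, equal DMSO in all wells · Material – CHO-K1 cell line with stable KCNQ1 potassium channel expression · Signal – kinetic FluxOR thallium fluorescence, 10-s 1-Hz baseline, 110-s post-stimulus read · Compound – single concentration per compound, DMSO matched to controls · Schedule – 37 °C overnight plating, 90-min dark dye load, 20-min compound pretreatment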
hERG protect: compounds protecting human hERG from proarrhythmic drug block; Q12809; CHO-hERG, FluxOR thallium flux, dofetilide IC70 present; activation (rescue from dofetilide block), less the hit threshold, % at 10 µM; hit rate 0.51% among 310,000; AID 1511;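 active = activation above the mean of controls blocked by dofetilide plus 5 SD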;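 note: thallium influx through hERG after potassium depolarization seen as dye fluorescence rise; in these data hits start at about 4.7%; inactives centre near -7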
GSK3 alpha inh: blocks human GSK-3 alpha kinase. hit rate 0.1% among 320,000. ADP-Glo luminescence, 60 min. P49840. AID 2650. inhibition, % at 10 µM;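 in the data active = inhibition above about 50%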;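 note: GST-tagged GSK-3 alpha with peptide substrate and 25 µM ATP; 0% = DMSO neutral wells and 100% = GW8510 positive control wells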
Target sequence (P49840 whole entry, looked up): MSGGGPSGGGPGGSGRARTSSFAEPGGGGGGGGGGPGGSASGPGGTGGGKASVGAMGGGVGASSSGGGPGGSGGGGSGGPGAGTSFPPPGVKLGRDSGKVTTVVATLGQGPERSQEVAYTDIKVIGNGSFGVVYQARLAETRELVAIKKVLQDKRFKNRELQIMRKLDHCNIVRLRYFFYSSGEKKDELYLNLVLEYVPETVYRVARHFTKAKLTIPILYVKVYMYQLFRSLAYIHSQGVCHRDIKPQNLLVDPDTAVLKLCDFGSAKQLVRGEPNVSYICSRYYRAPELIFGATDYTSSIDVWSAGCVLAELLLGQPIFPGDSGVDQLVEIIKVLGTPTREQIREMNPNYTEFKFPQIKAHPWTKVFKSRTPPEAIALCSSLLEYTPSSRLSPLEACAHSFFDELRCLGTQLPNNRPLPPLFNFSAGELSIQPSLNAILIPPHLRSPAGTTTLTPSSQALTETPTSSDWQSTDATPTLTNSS
The depositor's hits bear a star; i = inactive; · = no result given.

structure,DYRK1A inh,RGS4 inh,RGS4 act,GSK3B inh,KCNK9 block,KCNK3 inh,KCNQ1 block,PolyA inh,KCNQ1 act,hERG protect,GSK3 alpha inh
COc1ccc(/C(O)=C2/C(=O)C(=O)N(CCCC(=O)O)C2c2ccc(OC)c(OC)c2)cc1 (stereo not drawn),5,i,i,1,i,i,i,i,i,-4,2
Cc1cc(OCC(=O)NCCCN2CCOCC2)c2c(C)cc(=O)oc2c1,5,i,i,2,i,i,i,i,i,-4,-4
CCOC(=O)c1cnc2c(N=Nc3ccccc3)c(N)nn2c1N,-8,i,i,1,i,i,i,i,i,-6,1
CCCn1nnc(NC(=O)c2ccc3ccccc3c2)n1,5,i,i,1,i,i,i,i,i,-11,6
O=C1NC(c2ccccc2)=C(c2ccc3ccccc3n2)C(c2ccccc2)N1 (stereo not drawn),2,i,i,-1,i,i,i,i,i,-13,0
Cc1cccc(NC(=O)CCN2CCC(C)CC2)c1,16,i,i,0,i,i,i,i,i,-4,-1
CCNC(=S)N(Cc1ccc(OC)cc1)C1CC(=O)N(c2ccc(OCC)cc2)C1=O (stereo not drawn),10,i,i,-3,i,i,i,i,i,-13,3
O=Cc1ccccc1OCc1nnsc1Cl,-2,i,i,-4,i,i,i,i,i,-3,2
Fc1ccc(Oc2cc(N3CCOCC3)nc(-c3ccccc3)n2)c(F)c1,0,i,i,1,i,i,i,i,i,-8,-1
CC(NC(=O)c1cc2c(=O)n(C)c3ccccc3c2n1C)c1ccc2c(c1)OCCO2 (stereo not drawn),-13,i,i,2,i,i,i,i,i,-23,-1
CCCCOC(=O)Nc1ccc(C(C)C)cc1,12,i,i,1,i,i,i,i,i,-1,-3
O=C(NCCc1ccccc1)c1coc(=O)c(Br)c1,8,i,i,-1,i,i,i,i,i,-4,-3
COc1ccc(NC(C)=O)cc1CNC(=O)COc1c(C)c(C)cc(C)c1C,-5,i,i,2,i,i,i,i,i,-13,-1
COc1cccc(N(CC(=O)NC2CCCCCC2)S(=O)(=O)c2ccccc2)c1,9,i,i,2,i,i,i,i,i,-6,1
NC(=O)c1coc(-c2ccccc2)n1,2,i,-7.1*,1,i,i,i,i,i,-6,0

Some of these compounds in order of formula weight, highest first:
structure,DYRK1A inh,RGS4 inh,RGS4 act,GSK3B inh,KCNK9 block,KCNK3 inh,KCNQ1 block,PolyA inh,KCNQ1 act,hERG protect,GSK3 alpha inh
CCNC(=S)N(Cc1ccc(OC)cc1)C1CC(=O)N(c2ccc(OCC)cc2)C1=O (stereo not drawn),10,i,i,-3,i,i,i,i,i,-13,3
CCCn1nnc(NC(=O)c2ccc3ccccc3c2)n1,5,i,i,1,i,i,i,i,i,-11,6
CCCCOC(=O)Nc1ccc(C(C)C)cc1,12,i,i,1,i,i,i,i,i,-1,-3

The list continues.
structure,DYRK1A inh,RGS4 inh,RGS4 act,GSK3B inh,KCNK9 block,KCNK3 inh,KCNQ1 block,PolyA inh,KCNQ1 act,hERG protect,GSK3 alpha inh
COCCOC(=O)C1=C(C)OC(N)=C(C#N)C1c1ccco1 (stereo not drawn),1,i,i,1,i,i,i,i,i,-8,0
Cc1sc2ncn(CC(=O)NCc3ccco3)c(=O)c2c1-c1ccccc1,2,i,i,4,i,i,i,i,i,-7,-1
O=C(N/N=C/c1cccnc1)c1cc(-c2ccccc2OCc2ccccc2)n[nH]1,-2,i,i,-2,i,i,i,i,i,-6,7
CC(C)CC(=O)NC(=S)Nc1ccc(CN2CCOCC2)cc1,-1,i,i,2,i,i,i,i,i,-1,6
O=C(c1ccco1)N1CCN(c2c(-c3ccccc3)c3cc(Cl)ccc3[nH]c2=O)CC1,-3,i,i,1,i,i,i,i,i,-5,1
O=C(c1ccc2ccccc2n1)N1CCN(c2ccccc2O)CC1,-9,i,i,0,i,i,i,i,i,-3,-4
COc1cc(CO)ccc1OCC(=O)Nc1cccc2ccccc12,·,i,i,2,i,i,i,i,i,-13,-2
CSc1cccc(NC(=O)Cn2cccc2)c1,5,i,i,2,i,i,i,i,i,-6,-3
COc1ccc(N2CCN(C(=O)COC(=O)c3oc4ccc(OC)cc4c3C)CC2)cc1,1,i,i,3,i,i,i,i,i,-16,-1
CCCCOC(=O)c1ccc(NC(=O)COC(=O)C2CSC3(C)CCC(=O)N23)cc1 (stereo not drawn),10,i,i,1,i,i,i,i,i,-14,-1
Cc1c(NC(=O)c2n[nH]c(=O)c3ccccc23)c(=O)n(-c2ccccc2)n1C,7,i,i,4,i,i,i,i,i,-9,0
Cc1nn(CC(=O)N2CCN(c3cccc(C(F)(F)F)c3)CC2)c(=O)c2cccn12,7,i,i,2,i,i,i,i,i,-6,-1
CC(NC(=O)c1cc(F)c(F)cc1Cl)C1CC2CCC1C2 (stereo not drawn),-7,i,i,1,i,i,i,i,i,-1,-2
O=C(CO)N/N=C/c1ccccc1F,4,i,i,3,i,i,i,i,i,-14,-1
CCN(CC)c1ccc(/C=N/NC(=O)c2ccoc2C)cc1,6,i,i,-4,i,i,i,i,i,-4,5
O=C(Cc1cccs1)N/N=C/c1ccc(OCc2ccccc2)cc1,-3,i,i,0,i,i,i,i,i,-4,-2
CN(C(=O)COC(=O)c1cc(S(=O)(=O)N(C)C)ccc1Cl)C1CCS(=O)(=O)C1 (stereo not drawn),6,i,i,-2,i,i,i,i,i,-15,0
Cc1[nH]c2ccccc2c1/C=N/NC(=O)CNC(=O)c1ccco1,-7,i,i,-1,i,i,i,i,i,-17,0
COc1ccc(C2CC(=O)Oc3c(C(CCN4CCCC(C)C4)c4ccc(N(C)C)cc4)c(OC)cc(OC)c32)cc1 (stereo not drawn),0,i,i,-1,i,i,7*,i,i,-10,2
CC(C(=O)Nc1ccccc1Sc1ccccc1)N(c1ccccc1)S(C)(=O)=O (stereo not drawn),-8,i,i,3,i,i,i,i,i,-4,-1
CCCOC(=O)/C=C/c1c(C)[nH]c(=O)[nH]c1=O,1,i,i,5,i,i,i,i,i,-6,-2
Cc1ccc(C(=O)Nc2ccccc2N2CCN(C(=O)C(C)C)CC2)cc1C,0,i,i,2,i,i,i,i,i,-34,-2
O=C(CN1C(=O)c2ccccc2S1(=O)=O)Nc1ccccn1,-5,i,i,-1,i,i,i,i,i,-15,10
O=C(c1ccc2c(c1)N(Cc1ccccc1F)C(=O)c1ccccc1S2)N1CCOCC1,·,i,i,4,i,·,i,i,i,-12,-4
CN(C)CCn1c2c(c(SCC(=O)Nc3cccc4ccccc34)nc1=O)CCC2,4,i,i,-4,i,i,i,i,i,-8,0
Cc1ccc(S(=O)(=O)N(C)CC(=O)O/N=C(\N)c2cccc([N+](=O)[O-])c2)cc1,-10,i,i,1,i,i,i,i,i,-12,1
O=C(O)c1cccc(NC(=O)c2ccc(S(=O)(=O)c3ccccc3)cc2)c1,-5,i,i,-1,i,i,i,i,i,-6,-1
CC(C)C1N(c2ccccc2)C(N)=C(C#N)C1(C#N)C#N (stereo not drawn),-26,i,i,2,i,i,i,i,i,-6,1
COc1ccc(C2CC(c3cc(Br)ccc3F)n3nnnc3N2)cc1 (stereo not drawn),1,i,i,-1,i,i,i,i,i,-2,0
O=C(Nc1nsc(-c2ccccc2)n1)c1ccc(F)cc1,7,i,i,2,i,i,i,i,i,-1,0
CCNC(=O)CSc1nnc(-c2cccc(S(=O)(=O)N(CC)CC)c2)n1CCc1ccccc1,·,i,i,-1,i,i,i,i,i,-8,-2
O=C(c1cccc(S(=O)(=O)N2CCN(c3ccc(F)cc3)CC2)c1)N1CCCCCCC1,-5,i,i,2,i,i,i,i,i,-12,-3
CCOC(=O)N1CCN(C(=O)c2oc3ccc(S(=O)(=O)N4CCCCC4)cc3c2C)CC1,-7,i,i,2,i,i,i,i,i,-7,-3
C=CCn1c(=NC(=O)CN2C(=O)CCC2=O)sc2cccc(OC)c21,3,i,i,-1,i,i,i,i,i,-7,2
COCCNc1nc(-c2cc(-c3ccccc3)on2)cc(C(C)C)n1,10,i,i,0,i,i,i,i,i,-8,0
Cc1ccccc1/[N+]([O-])=C/c1ccncc1,4,i,i,2,i,i,i,i,i,-3,0
CCC1CCc2c(c3ccccc3[nH]c2=O)O1 (stereo not drawn),22,i,i,0,i,i,i,i,i,-3,-4
CCC(O)CC(C(=O)NNc1ccccc1)C(=O)NNc1ccccc1 (stereo not drawn),1,i,i,2,i,i,i,i,i,-2,2
Cc1cc(C)c2c(c1)-c1c(ssc1=S)C(C)(C)N2C(=O)CN1C(=O)c2ccccc2C1=O,-1,i,i,1,i,i,i,i,i,-12,-3
CCC1(CC)NC(=O)N(CC(=O)OCC(=O)Nc2cc(C)ccc2C)C1=O,-14,i,i,2,i,i,i,i,i,-10,0
O=[N+]([O-])c1ccccc1S(=O)(=O)Nc1ccc(-c2ccc(N3CCCC3)nn2)cc1,-5,i,i,2,i,i,i,i,i,-6,·
Cc1cccc(NC(=O)c2ccc3nc(N4CCOCC4)sc3c2)c1C,1,i,i,-4,i,i,i,i,i,-10,-2

From PubChem BioAssay

Some of the compounds tested; count on the stated rates, not on these rows.
